Pf apPOL block = Pf-apPOL inhibitors, biochemical, fluorescence | Recombinant Pf-apPOL, molecular beacon fluorescence, 1.5 h | inhibition, % at 10 µM | 0.25% of 210,000 active | AID 1794808, 2022
mHTT CaM bind = mutant huntingtin-calmodulin interaction inhibitors – biochemical, AlphaScreen, primary screen | P42858 | AlphaScreen His-mHTT/GST-CaM binding, luminescence | inhibition, % at 15 µM | 3.6% of 190,000 active;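 further: 0% = both proteins with DMSO and 100% = one protein alone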
An asterisk follows results filed as active; x = no result given; & = joins results of further samples. No stated cut-off is given here; in the data, active means inhibition above about 50%; inactive means the rest.

no.	smiles	mHTT CaM bind	Pf apPOL block
1	O=C(N1CCOCC1)C1(c2cc(-c3ccco3)on2)CC1	1	-2
2	Cc1ccc(-n2ncc3c(=O)[nH]c(SCC(=O)Nc4ccc5c(c4)OCO5)nc32)cc1C	-3	0
3	CCCn1cc2c3c(cccc31)CN(C(=O)C1CCCC1)CC2	38	-1
4	O=C(O)CCCC(=O)Nc1cccc(F)c1	-2	-8
5	CC(C)c1cc(C2CCCN2C(=O)c2cc(-c3ccccc3F)no2)no1 (stereo unspecified)	-4	-3
6	O=C(c1ccsc1)N1CCCC2(C1)Nc1cccnc1NC2=NC1CCCC1 (stereo unspecified)	1	-7
7	O=C(Cn1ccnc1)N1CCCCC1c1nncn1Cc1ccccc1 (stereo unspecified)	6	-7
8	COc1ccc(-c2nc3c(c(=O)[nH]2)CCN(C(=O)Cc2c(F)cccc2Cl)C3)cc1	1	-3

Compound profiles (already shown). Order of values: mHTT CaM bind, Pf apPOL block
O=C(N1CCOCC1)C1(c2cc(-c3ccco3)on2)CC1 is listed with 1, -2
Cc1ccc(-n2ncc3c(=O)[nH]c(SCC(=O)Nc4ccc5c(c4)OCO5)nc32)cc1C is listed with -3, 0
O=C(O)CCCC(=O)Nc1cccc(F)c1 is listed with -2, -8
COc1ccc(-c2nc3c(c(=O)[nH]2)CCN(C(=O)Cc2c(F)cccc2Cl)C3)cc1 is listed with 1, -3
O=C(c1ccsc1)N1CCCC2(C1)Nc1cccnc1NC2=NC1CCCC1 (stereo unspecified) is listed with 1, -7

New compounds follow.
no.	smiles	mHTT CaM bind	Pf apPOL block
9	COc1cc([N+](=O)[O-])ccc1N=Cc1ccc(N(C)C)cc1	7	-1
10	Cc1ccccc1CS(=O)(=O)c1ccc(C(=O)N2CCC(C)CC2)cc1[N+](=O)[O-]	-1	-10
11	O=C(C1CCCCC1)N1C[C@H](n2cc(C3CC3)nn2)[C@@H](O)C[C@@H]1c1ccccc1	-4	-3
12	O=CNC1CCCc2c1[nH]c1ccc(Cl)cc21 (stereo unspecified)	5	2
13	Cc1ccccc1-c1nc(C2CCN(S(=O)(=O)c3cccc(Cl)c3)CC2)no1	-5	-4
14	CCCCNC(=O)c1c(Cl)nc(Cl)c([N+](=O)[O-])c1Cl	94*	-5
15	Cc1cccc(-n2nc3c(c2NC(=O)c2cccc([N+](=O)[O-])c2)CS(=O)(=O)C3)c1C	4	-6
16	O=C(CN1C(=O)CCC1=O)NCC1CCN(C(=O)Oc2ccccc2)CC1	-1	-5
17	CCOC(=O)C1=C2c3cc(OC)c(OC)cc3CC(C)(C)N2C(=O)C1=O	-4	-5
18	CC(C)(C)C(O)CCNC(=O)C1CCC1 (stereo unspecified)	0	-4
19	COc1ccc(COc2ccc3c4c(c(=O)oc3c2)CCC4)cc1	-5&-2	4&-1
20	Cc1cccc(NC(=O)c2sc3nc(-c4ccccc4)cn3c2C)n1	50*	-1
21	O=C(Nc1cccc(-c2nc3ncccc3o2)c1)c1ccccc1	26	-2
22	O=C(NN=Cc1c(F)cccc1Cl)C1CC1	x	4
23	CC(C)n1c(-c2cccc(C(=O)N3CCN(C)CC3)c2)nc2cccnc21	1	-1
24	COc1ccc2oc(=O)c(-c3nnc(-c4ccc(C)cc4)o3)cc2c1	-4	-1

Gathered by group: those above containing four or more nitrogen atoms
no.	smiles	mHTT CaM bind	Pf apPOL block
2	Cc1ccc(-n2ncc3c(=O)[nH]c(SCC(=O)Nc4ccc5c(c4)OCO5)nc32)cc1C	-3	0
6	O=C(c1ccsc1)N1CCCC2(C1)Nc1cccnc1NC2=NC1CCCC1 (stereo unspecified)	1	-7
7	O=C(Cn1ccnc1)N1CCCCC1c1nncn1Cc1ccccc1 (stereo unspecified)	6	-7
11	O=C(C1CCCCC1)N1C[C@H](n2cc(C3CC3)nn2)[C@@H](O)C[C@@H]1c1ccccc1	-4	-3
15	Cc1cccc(-n2nc3c(c2NC(=O)c2cccc([N+](=O)[O-])c2)CS(=O)(=O)C3)c1C	4	-6
20	Cc1cccc(NC(=O)c2sc3nc(-c4ccccc4)cn3c2C)n1	50*	-1
23	CC(C)n1c(-c2cccc(C(=O)N3CCN(C)CC3)c2)nc2cccnc21	1	-1

Further structures
no.	smiles	mHTT CaM bind	Pf apPOL block
25	Cc1ccc2c(c1)NC(=O)C(C(=O)NCc1ccccc1C)O2 (stereo unspecified)	-8	-2
26	Cc1ccc(CN2C(=O)c3ccccc3CCC2(C)C(=O)NCCC(C)C)cc1 (stereo unspecified)	-1	-1
27	O=C(NCC(O)c1cccc2ccccc12)c1nc2ccccc2s1 (stereo unspecified)	-2	-5
28	CC(=O)NC1C(=O)N=C(SCC(=O)Nc2ccc(C(F)(F)F)cc2Cl)NC1=O (stereo unspecified)	2	5
29	CCN(CCNC(=O)c1cc2c(s1)CN(C1CC1)C2)c1cccc(C)c1	30	-2
30	Cc1ccc(Cl)cc1NC(=O)C(=O)O	-4	-6
31	COc1ccc(-c2noc(C3CCCN3C(=O)NC3CCCCC3)n2)cc1 (stereo unspecified)	3	2
32	CCOC(=O)C1CCN(C(=O)C2CCN(c3ccncc3)CC2)CC1	-16	-4
33	COc1ccc(OC)c(S(=O)(=O)N2CCC(c3noc(-c4ccc(F)cc4)n3)CC2)c1	0	0
34	Cc1nc2ccc(NC(=O)c3ccc([N+](=O)[O-])cc3)cc2s1	2	-2
35	O=C1C2C(c3cccc(/C=C/c4ccccc4)c3)CC=CC2C(c2ccc(C(F)(F)F)cc2)N1Cc1ccccc1 (stereo unspecified)	-3	-4
36	C=CCOC(=O)COc1ccc2c(=O)c(Oc3ccccc3Br)coc2c1	-1	-4
37	O=C(CNCc1ccccc1)N1c2ccccc2Sc2ccc(Cl)cc21	97*	-1
38	COc1ccc(CC(=O)N2CCCC2c2cc(C)on2)cc1 (stereo unspecified)	-8	-1
39	COc1ccc(/C=C/c2nc(NCCCN(C)C)c3ccccc3n2)cc1	x	5
40	COc1ccccc1-c1nc(-c2ccc3oc(C)nc3c2)no1	-13	-1
41	O=S(=O)(OC1CCCN2CCCCC12)c1ccccc1 (stereo unspecified)	15	x
42	O=C(NC(Nc1cccc(Cl)c1)C(=O)c1ccccc1)c1cccs1 (stereo unspecified)	67*	27
43	O=C(NCc1ccc(Cl)cc1)NCC(O)Cc1ccccc1 (stereo unspecified)	-15	-17
44	COc1cc(NCc2ccccc2Cl)cc(OC)c1	75*	3
45	COc1ccc(NC(=O)c2sc(-c3ccc4c(c3)CCO4)nc2C)cc1	x	-28
46	CCC12CN3CC(CC)(CN(C1)C3c1ccc(OC)c(OC)c1)C2=O (stereo unspecified)	1	-2
47	O=C(NCc1ccc(N2CCCCCC2)nc1)c1c(F)cccc1F	9	-2
48	C=CCn1c2ccccc2c2cc(-c3ccc4c(c3)c3ccccc3n4CC=C)ccc21	x	-9
49	COc1ccc(OC)c(NC(=O)c2cc(S(=O)(=O)N(C)Cc3ccccc3)ccc2F)c1	6	40
50	NC(=O)C1CCN(c2ncnc(N)c2[N+](=O)[O-])CC1	-20&2	6&4
51	Cn1cccc1C(=O)N1CCC(COc2ccc(C(=O)N3CCCC3)cc2)CC1	21	-4
52	NC(=O)CSc1nnc(N2CCN(C(=O)c3ccccc3Cl)CC2)s1	-22	-7
53	CCC(=O)NCCc1csc(C2CCN(C(=O)NC(C)C)CC2)n1	-4	-5
54	COc1ccc(-n2nc(C(=O)NCC(=O)Nc3ncccc3C)c3ccccc3c2=O)cc1	6	1
55	O=C(NCC1CCN(S(=O)(=O)C2CC2)CC1)C(=O)NCC1CCCO1 (stereo unspecified)	-18	-5
56	CCCc1cc(NCCN2CCOCC2)n2c(nc3ccccc32)c1C#N	-1	-2

Some values from above:
compound 20 in mHTT CaM bind = 50*
compound 8 in Pf apPOL block = -3
compound 49 in mHTT CaM bind = 6

Additional entries:
no.	smiles	mHTT CaM bind	Pf apPOL block
57	Cc1c(C(=O)Nc2ccccc2C(=O)NCc2ccccc2)cccc1[N+](=O)[O-]	-5	-2
58	CCCc1ccc(OCC(O)CN2CCN(Cc3ccccc3)CC2)cc1 (stereo unspecified)	10	-6
59	CCN1CCC2(CC1)CC1CC3C=CC1(CN2C(C)=O)O3 (stereo unspecified)	-2	2
60	O=C(Nc1ccc2c(c1)CN(C(=O)c1cccs1)CC2)NC1CCCCC1	-7	-8
61	Cn1ccc2c(N3CCOCC3)cc3c(c21)C1CCC3C1 (stereo unspecified)	22	2
62	CCCNC(=O)c1cn(-c2cccc(F)c2)nn1	-8	0
63	Cc1ccnc(Nc2nc(-c3ccc(Cl)cc3)cs2)c1	2	-3
64	CCc1cc2c(=O)c(-c3ccccc3Cl)coc2cc1OC	4	-2
